Screens (PubChem BioAssay)
Cardiac RTF inh = cardiac RTF calcium sensitivity inhibitors, primary screen, biochemical, IANBD-TnC fluorescence, EC70 calcium; Troponin I, cardiac muscle (Homo sapiens) + Troponin T, cardiac muscle (Homo sapiens) + …; IANBD-labeled cardiac RTF, Ca2+ fluorescence; inhibition, % at 7.15 µM; 340,000 compounds, 0.12% hits;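 active = inhibition above the mean inhibition of all tested compounds plus 3 SD, cut at about 17% in these data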;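 also: assay run at fixed EC70 calcium of 1.6 mM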
cardiac RTF act = cardiac RTF calcium sensitivity activators, primary screen, biochemical, IANBD-TnC fluorescence, EC20 calcium. Troponin I, cardiac muscle (Homo sapiens) + Troponin T, cardiac muscle (Homo sapiens) + …. IANBD-labeled TnC RTF fluorescence at EC20 calcium; 0% EC20 calcium, 100% full calcium. activation, % at 7.2 µM. 340,000 compounds, 0.24% hits. AID 493008, 2010;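 active = activation above the mean over all tested compounds plus 3 SD, cut at about 30% in these data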;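 also: rise in fluorescence read as greater calcium sensitivity of cardiac thin filaments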
Wnt act = Wnt/beta-catenin pathway activators, primary screen, cell-based, plate reader, single point; Wnt/beta-catenin reporter cell assay, activator; activation, % at 9.35 µM; 300,000 compounds, 1.2% hits; in the data active = activation above about 30%, passing the limit was not always enough;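 also: 0% = neutral control wells and 100% = positive control wells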
LANA DNA inh = inhibitors of KSHV C-LANA binding to DNA, primary screen, biochemical, fluorescence polarization, FAM-LBS DNA, MBP-C-LANA, single point | Kaposi's sarcoma herpesvirus LANA C-terminal domain (residues 932-1162) DNA binding | inhibition, % at 9 µM | 340,000 compounds, 0.078% hits;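 active = highest replicate inhibition at or above 60% at 9 µM, even if other replicates fall short; inactive = all replicates below 60% inhibition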;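 also: 0% = neutral control wells and 100% = 4 µM acridine orange control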
Pemphigus Ab inh = inhibitors of pemphigus antibody binding to DSG3, primary screen, biochemical, bead-based, flow cytometry, scFv-GFP; Desmoglein-3 (Homo sapiens), P32926; DSG3-coupled beads, scFv-anti-DSG3-GFP binding; hits give low values; binding (percent of control), % at 10 µM; 310,000 compounds, 0.48% hits;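 active = binding more than 3 SD below its plate's average and above zero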;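 also: hits lower antibody fragment binding to DSG3; some compounds called inactive have numbers as strong as hits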
Target sequence (P32926 whole entry, looked up, the tested form may be a part): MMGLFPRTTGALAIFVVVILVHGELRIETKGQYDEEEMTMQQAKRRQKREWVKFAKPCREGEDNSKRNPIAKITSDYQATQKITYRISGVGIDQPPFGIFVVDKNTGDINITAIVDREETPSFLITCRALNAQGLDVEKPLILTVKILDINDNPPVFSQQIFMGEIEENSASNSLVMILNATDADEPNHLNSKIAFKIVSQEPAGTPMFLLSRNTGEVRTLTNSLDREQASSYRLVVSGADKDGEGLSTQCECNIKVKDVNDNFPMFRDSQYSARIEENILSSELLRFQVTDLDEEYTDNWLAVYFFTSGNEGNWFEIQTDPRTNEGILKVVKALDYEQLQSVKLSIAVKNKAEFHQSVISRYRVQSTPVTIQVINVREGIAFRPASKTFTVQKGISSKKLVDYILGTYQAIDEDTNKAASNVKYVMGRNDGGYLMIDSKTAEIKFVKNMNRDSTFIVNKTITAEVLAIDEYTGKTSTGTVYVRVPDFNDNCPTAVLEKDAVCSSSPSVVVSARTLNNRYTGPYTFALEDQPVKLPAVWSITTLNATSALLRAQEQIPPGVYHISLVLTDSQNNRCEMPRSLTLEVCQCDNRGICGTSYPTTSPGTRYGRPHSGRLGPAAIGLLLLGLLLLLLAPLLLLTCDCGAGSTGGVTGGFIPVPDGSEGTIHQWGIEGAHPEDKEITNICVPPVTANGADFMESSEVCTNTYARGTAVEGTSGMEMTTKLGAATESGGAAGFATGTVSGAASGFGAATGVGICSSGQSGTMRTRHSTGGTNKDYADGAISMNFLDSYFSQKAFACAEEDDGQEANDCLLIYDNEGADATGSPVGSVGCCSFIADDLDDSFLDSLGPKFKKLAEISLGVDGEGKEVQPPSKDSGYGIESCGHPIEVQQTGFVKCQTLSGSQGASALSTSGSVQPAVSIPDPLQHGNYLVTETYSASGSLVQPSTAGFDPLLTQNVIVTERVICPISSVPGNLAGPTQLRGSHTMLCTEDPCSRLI
MOR-DOR inv ag = inverse agonists of MOR-DOR heterodimerization, primary screen, cell-based, luminescence | cell-based MOR-DOR heterodimer luminescence, inverse agonism | Mu-type opioid receptor (Homo sapiens) + Delta-type opioid receptor (Homo sapiens), … | inhibition, % at 9.3 µM | 340,000 compounds, 0.21% hits | AID 504357, 2011; in the data active = inhibition above about 22%, passing the limit was not always enough;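 also: 0% = cells with DMSO and 100% = wells without cells with DMSO; values of inactives mirror those of a sister screen read the other way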
Keap1-Nrf2 PPI = Keap1-Nrf2 protein-protein interaction inhibitors, primary screen, biochemical, fluorescence polarization, single point; Kelch-like ECH-associated protein 1 (Homo sapiens), Q14145; Keap1 Kelch-Nrf2 peptide fluorescence polarization, 1536-well; 340,000 compounds, 0.15% hits; AID 504523, 2011; inhibition, % at 9.4 µM; in the data active = inhibition above about 12%;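 also: human Keap1 Kelch domain with fluorescein labeled Nrf2 9mer peptide probe; 0% = neutral control wells and 100% = peptide positive control; higher means more block of Keap1 binding to Nrf2 peptide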
MOR-DOR ag = agonists of OPRM1-OPRD1 heterodimerization, primary screen, cell-based, luminescence; Mu-type opioid receptor (Homo sapiens) + Delta-type opioid receptor (Homo sapiens), …; cells; activation, % at 9.3 µM; 340,000 compounds, 0.3% hits; in the data active = activation above about 18%;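 also: 0% = vehicle-treated cells and 100% = reference agonist; values of inactives mirror those of a sister screen read the other way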
Arrestin-AP2 inh = inhibitors of beta-arrestin/AP2 binding, primary screen, biochemical, GPCR trafficking, flow cytometry; beta-arrestin 1 C-terminal peptide binding to AP2 beta2-adaptin appendage (human); FITC-arrestin peptide / GST-AP2 beads; AP2 beta2 appendage carries R879A mutation; inhibition, % at 10 µM; 340,000 compounds, 0.31% hits;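 active = inhibition above a set limit, near 3 SD of compounds lacking own fluorescence, cut at about 54% in these data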;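 also: plate controls were DMSO wells for no effect and 5 µM unlabelled arrestin peptide for full effect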
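System: GST-AP2 R879A glutathione beads | Also added: FITC-arrestin peptide, 50 nM | Times: 12 min plus 1 h, RT | Signal: Bead flow cytometry, FITC channel | Buffer or medium: PBS with 0.05% Tween 20 and 0.1% BSA | Read-out basis: Percent drop in bead-associated FITC signal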
V-ATPase pHluor = regulators of yeast V-ATPase proton pumping, primary screen, pHLuorin cytosolic pH fluorescence. S. cerevisiae. response, % at 10 µM. 350,000 compounds, 0.37% hits; in the data active = response mostly above about 7.3%, no sharp cut-off; inactive = mostly below about 5.4%; also: actives read high; inactives centre near 0; some compounds called inactive have numbers as strong as hits; reference of the scale not given here
* hit, by the source's call; . = not tested or not shown. Random draw from the library; overall some 3.1% were active at least once.

SMILES | Cardiac RTF inh | cardiac RTF act | Wnt act | LANA DNA inh | Pemphigus Ab inh | MOR-DOR inv ag | Keap1-Nrf2 PPI | MOR-DOR ag | Arrestin-AP2 inh | V-ATPase pHluor
COC(=O)c1ccc2c(=O)n(Cc3ccco3)c(SCC(=O)Nc3ccccc3Cl)nc2c1 | -5 | 5 | 2 | 1.3 | 100 | -5 | 2 | 1.2 | -1 | 1
O=C(CSc1nncn1-c1ccccn1)Nc1ccccc1Cl | -8 | 0 | -1 | 1.4 | 97 | -6 | -2 | 0.8 | 21 | -1
Cc1ccccc1CCNC(=O)c1cc(C2CC2)nc2c1cnn2C(C)C | -4 | 3 | -4 | -0.8 | 107 | -15 | 0 | 3.8 | 6 | 2
Cc1cccc(N2CCC(N=CN(C)C)=N2)c1 | 7 | -4 | 8 | 0.9 | 94 | 17 | -1 | -2.3 | -2 | -1
C=CCn1c(C(C)NC(=O)c2cccs2)n[nH]c1=S (centres undefined) | 4 | 1 | -1 | -0.8 | 83 | 11 | 2 | -2.2 | 2 | 3
CCCn1c(CN2CCN(C(=O)OCC)CC2)nc2cc([N+](=O)[O-])ccc21 | -4 | 6 | -3 | 1.3 | 107 | 16 | -9 | -3.5 | 0 | 0
Cc1cc(S(=O)(=O)n2cnc3cc([N+](=O)[O-])ccc32)ccc1Cl | -11 | 13 | 0 | -1.9 | 116 | 14 | 0 | -2.5 | 6 | 4
CCN(CC)c1ccc(S(=O)(=O)N2CCOCC2)cc1NC(=O)COC(=O)C1=COCCO1 | 3 | -4 | -1 | 1.9 | 112 | 1 | -3 | -0.2 | 11 | 0
CC(C)=CC(=O)Nc1ccccc1Br | 2 | 2 | -1 | 1.0 | 99 | 11 | -5 | -1.9 | 26 | 0
COc1ccccc1CNC(=O)CCS(=O)(=O)c1ccc(Cl)cc1 | 3 | -1 | -4 | -1.7 | 101 | 5 | -3 | -0.8 | 3 | 2
COC(=O)c1cc(C)ccc1/C=C1/Cc2c(C)cc(C)cc2C1=O | -5 | -2 | -3 | -1.9 | 97 | 4 | -3 | -0.9 | -8 | -2
COc1ccc(CNC(=O)c2nnn(-c3cccc(C(F)(F)F)c3)c2N)cc1 | -4 | 2 | -2 | 13 | 96 | -9 | 1 | 1.9 | 19 | 0
COc1cccc(OC)c1C(=O)NC(=S)N1CCOCC1 | -2 | 5 | 0 | -1.7 | 103 | 9 | 0 | -1.8 | 45 | -1
O=C(O)c1ccccc1-c1ccccc1C(=O)NCc1ccco1 | 5 | -8 | -1 | 1.5 | . | 11 | 0 | -1.9 | 16 | -1
CC1=NCCN1CCNC(=O)Nc1ccc(F)cc1 | . | . | -2 | -2.7 | 94 | . | -7 | . | 13 | -1
COc1ccc(NC(=O)CCC(=O)Nc2nnc(C(C)C)s2)cc1Cl | 4 | 5 | -5 | 1.2 | 101 | 2 | -4 | -0.4 | -16 | -4
COc1cccc(C2CC(=O)Nc3cc(OC)c(OC)c(OC)c32)c1OC (centres undefined) | -7 | -5 | . | 3.4 | 90 | 8 | 2 | -1.6 | -1 | 0
CCOc1ccc(N(CC(=O)N2CCOCC2)S(=O)(=O)c2ccc(F)cc2)cc1 | 2 | -2 | -1 | 1.1 | 110 | 0 | -2 | 0.1 | -5 | -2
O=C(OCc1ccc(Cl)cc1)c1cnccn1 | 1 | 1 | -3 | 1.4 | 90 | 16 | -2 | -2.8 | -1 | -2
O=C(NCCNc1ccc(Cl)cc1[N+](=O)[O-])c1cccnc1 | 8 | 1 | -5 | -0.4 | 106 | -3 | -1 | 0.5 | 17 | -1
CC(C)(C)NC(=O)CSc1nc(N)cc(=O)[nH]1 | -6 | 0 | 0 | -1.1 | 94 | -12 | 3 | 2.4 | 0 | -1
Cc1nc2scc(-c3cccs3)c2c(=O)n1N | -25 | -10 | -2 | 0.2 | 99 | 8 | 1 | -1.3 | 20 | 1
Cc1cc(NC2CCCC2)n2nc(C)c(-c3ccccc3)c2n1 | -2 | -7 | 6 | 0.5 | 103 | -12 | 3 | 2.7 | -19 | 2
CC1CCN(C(=O)c2cc(-c3ccc4c(c3)OCO4)on2)CC1 | -14 | 3 | 24 | 0.8 | . | 5 | 3 | -0.7 | 15 | -2
CC(C)OP(=O)(OC(C)C)C(NC(=O)c1ccc(Br)cc1)c1ccccc1 (centres undefined) | -3 | -1 | . | -1.4 | 98 | -10 | -4 | 2.1 | 8 | -1
COC(=O)c1nnn(-c2nc(N(C)C)nc(N(C)C)n2)c1C | -9 | -2 | -1 | -2.2 | 119 | 7 | -3 | -1.4 | 33 | -5
CCCCCn1c(CN2CCN(c3cc(Cl)ccc3C)CC2)nc2c1c(=O)[nH]c(=O)n2C | 3 | 0 | . | -0.3 | 101 | 7 | -5 | -1.2 | -4 | 1
Cc1ccccc1OCCCn1c(=O)sc2ccccc21 | -2 | 2 | . | -0.1 | 92 | -31 | 4 | 5.3 | 10 | 1
CCOc1cc(CNc2ccc3c(c2)OCCO3)cc(Br)c1OCC(N)=O | 10 | -5 | . | 0.3 | 98 | -7 | -3 | 1.1 | 30 | 0
CCOc1ccccc1NC(=O)COC(=O)c1ccc(S(=O)(=O)N2CCCC2)cc1 | -5 | -3 | -1 | -0.9 | 94 | 3 | 4 | -0.5 | 39 | 3
COc1ccc(Cl)cc1S(=O)(=O)N1CCC(C(=O)NCc2ccccn2)CC1 | -46 | 5 | 0 | 1.8 | . | 21 | -4 | -4.0 | -4 | -1
O=C(Cn1cc(C(F)(F)F)cc(Cl)c1=O)NC1CCS(=O)(=O)C1 (centres undefined) | 0 | -3 | 1 | 0.6 | 100 | 19 | 3 | -5.0 | -5 | -2
O=C(Cc1ccccc1[N+](=O)[O-])N/N=C/c1cccnc1 | -4 | -3 | 1 | -0.2 | 102 | 21 | -2 | -4.0 | -4 | 3
CCOC(=O)C1(C(F)(F)F)N=C(N(C)C)OC(N(C)C)=N1 | 2 | -4 | . | -1.0 | 115 | 9 | -4 | -2.2 | -1 | 3
COc1ccc(NC(=O)CSc2ccc3nnc(-c4cccnc4)n3n2)cc1OC | 7 | -3 | 1 | 0.0 | 105 | 23 | -1 | -7.0 | -6 | 0
COc1ccc(CNS(=O)(=O)c2cc(-c3cc(C)no3)ccc2OC)cc1OC | 5 | 20 | 1 | 0.1 | . | 21 | -4 | -4.0 | -18 | -2
Cc1cc(C(=O)Nc2ccc(S(=O)(=O)N3CCCC3)cc2)no1 | -4 | -1 | -1 | 0.2 | 87 | 9 | -2 | -2.0 | 8 | -1
O=C(CCc1nnc2ccc(N3CCCCC3)nn12)NCc1ccco1 | -1 | 1 | -1 | 0.5 | . | 8 | -2 | -1.5 | -14 | 2
NC(=O)c1cc[n+](CC(=O)c2ccc(NC(=O)c3ccccc3)cc2)cc1 | -6 | -3 | 5 | 1.1 | 102 | 1 | -5 | -0.2 | 4 | 1
Clc1ccccc1/C=N/NC1=Nc2cccc3cccc1c23 | -28 | 16 | 1 | -0.5 | 106 | -77 | 2 | 11 | 11 | 1

Arranged by the number under LANA DNA inh (low to high): 3 from the list above
SMILES | Cardiac RTF inh | cardiac RTF act | Wnt act | LANA DNA inh | Pemphigus Ab inh | MOR-DOR inv ag | Keap1-Nrf2 PPI | MOR-DOR ag | Arrestin-AP2 inh | V-ATPase pHluor
O=C(Cc1ccccc1[N+](=O)[O-])N/N=C/c1cccnc1 | -4 | -3 | 1 | -0.2 | 102 | 21 | -2 | -4.0 | -4 | 3
O=C(CSc1nncn1-c1ccccn1)Nc1ccccc1Cl | -8 | 0 | -1 | 1.4 | 97 | -6 | -2 | 0.8 | 21 | -1
COc1ccc(CNC(=O)c2nnn(-c3cccc(C(F)(F)F)c3)c2N)cc1 | -4 | 2 | -2 | 13 | 96 | -9 | 1 | 1.9 | 19 | 0

Later entries
SMILES | Cardiac RTF inh | cardiac RTF act | Wnt act | LANA DNA inh | Pemphigus Ab inh | MOR-DOR inv ag | Keap1-Nrf2 PPI | MOR-DOR ag | Arrestin-AP2 inh | V-ATPase pHluor
O=C(N/C=N/OCc1ccc(Cl)cc1Cl)NOCc1ncc(C(F)(F)F)cc1Cl | 0 | 0 | -3 | 0.5 | 120 | -40 | -4 | 7.0 | -6 | 0
CCc1ccc(NC(=O)COc2ccc3c(c2)OCO3)cc1 | -1 | 3 | 9 | 2.9 | 102 | 2 | 8 | -0.3 | 14 | 1
O=C(Cc1nc2ccccc2[nH]1)c1ccc([N+](=O)[O-])cc1 | 2 | 0 | 58* | -0.5 | 97 | -58 | -5 | 11 | 8 | 4
O=C(CCC(=O)c1ccc(-c2ccccc2)cc1)Nc1cccnc1 | 1 | 4 | 0 | -5.9 | 106 | 10 | -2 | -1.8 | -34 | -1
O=C(Nc1nc(-c2ccco2)cs1)c1ccccc1 | -4 | 2 | . | -0.2 | 109 | 0 | 0 | 0.0 | 4 | 2
O=c1c2ccccc2c(/C=N/n2cnnc2)c(O)n1-c1ccccc1F | 15 | -4 | -6 | 4.6 | 95 | -7 | -8 | 1.3 | -5 | -11
COc1ccc(-n2nnc3c(SCC(=O)NCC4CCCO4)ncnc32)cc1 (centres undefined) | -2 | -4 | . | 0.4 | 109 | -10 | 0 | 2.0 | 7 | -3
O=C(c1n[nH]c2ccccc12)N1CCN(S(=O)(=O)c2ccc(Cl)cc2)CC1 | 0 | -2 | 1 | -1.7 | 93 | 4 | 1 | -1.0 | -2 | 0
CCOc1ccc(CCNC(=O)COC(=O)COc2ccc(Br)cc2)cc1OCC | 0 | 6 | -1 | -0.5 | 106 | 11 | -4 | -2.1 | -5 | 1
Cc1cccc(N2CCN(C(=O)c3cc(S(=O)(=O)N4CCCC4)cn3C)CC2)c1C | -4 | 3 | -10 | 0.4 | 105 | 9 | -1 | -1.6 | 9 | 8
CC(=O)N1CCN(C(=O)/C(C#N)=C/c2ccc3c(c2)OCO3)CC1 | 7 | -1 | -1 | -1.9 | 101 | -6 | 4 | 0.7 | 9 | 3
Cc1ccc(OCc2nnc(SCC(=O)Nc3sc(C)c(C)c3C#N)n2C)cc1 | 3 | 1 | . | -4.0 | . | -45 | -2 | 7.6 | 19 | -5
Fc1cccc(Cl)c1Cn1nnc(-c2ccc3c(c2)OCO3)n1 | -9 | -7 | . | 1.5 | 110 | 12 | -1 | -2.3 | 5 | -2
C=CCNc1sc(C(=O)c2ccc(C)cc2)c(N)c1C#N | -1 | -1 | 0 | 0.0 | 118 | 19 | 1 | -4.2 | 1 | -1
